ELG1 repair inh = blocks ELG1-dependent DNA repair in HEK293T cells; 330,000 tested, 2.3% active; HEK293T ELG1-luciferase reporter, luminescence, 16 h; DNA damage induced by 5-fluorouridine; AID 504467; Potency, µM (top dose mostly 46.1 µM), inactives show at the top dose activity change, negative = inhibition, hits mostly inhibitors; also: potency is read from the fitted curve at half-maximal effect; % is scaled to controls: 0 for no effect and ±100 for the full control effect; nearly all actives have a fitted effect of over 55% in size
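Cells (2,000 per well) received 5-fluorouridine plus test compound or DMSO and were incubated 16 hr at 37 °C, 5% CO2. Luciferase activity was read by luminescence 30 min after ONE-Glo addition; signal suppression marked inhibition of damage-induced ELG1 function.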
TCR activator = activates T cell receptor signaling; primary human leukocytes, anti-CD3, IL-2 HTRF, 48 h; Potency, µM (highest dose often 9.22 µM), inactives show top-dose activation of IL-2 secretion, usual class: activators; 330,000 tested, under 10 active; AID 504894; also: % of control where 0% means no effect
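Readout: HTRF IL-2, Eu-cryptate/d2 antibody pair, 320nm excitation, 665nm emission. Stimulus: a-CD3 beads, no co-stimulation. Cells: primary human leukocytes. Exposure: 48 hr with compound.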
a7 integrin act = activates integrin-mediated alleviation for muscular dystrophy; alpha7betagal myoblasts, beta-gal FDG fluorescence, 48 h; 350,000 tested, 0.064% active; AID 624291; Potency, µM (series often up to 38.3 µM), inactives show top-dose activation, usual class: activators;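 also: potency is read from the fitted curve at half-maximal effect; 100% = response of the positive control SU9516; nearly all actives have a fitted effect of over 60% in size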
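alpha7betagal+/- myoblasts (passage 13, 250/well) treated 48 h at 37C with compounds at 1:260 dilution of DMSO stock. Lysed, then beta-galactosidase activity read as FDG fluorescence (ex 480/em 540) after 30 min, with pre-read for autofluorescence.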
MLL CXXC-DNA inh = MLL CXXC-DNA interaction inhibition | Potency, µM (doses to about 115 µM), without a hit: at the highest dose activity change, negative = inhibition, usual class: inhibitors | MLL-CXXC / FITC-HOXA9 DNA fluorescence polarization | 290,000 tested, 0.037% active | Q03164 | AID 2662; active = well fitted inhibition curve with a large enough effect in the polarisation, with a control signal flat, not every such curve was filed as active; inconclusive = small, poorly fitted or top-dose-only effect, or effect the other way, or a change in a side signal; inactive = no such curve, though single readings can be large or run the other way; the % refers to the polarisation; also: potency is read from the fitted curve at half-maximal effect
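Fluorescence polarization: 7 uM MLL-CXXC (stock) preincubated 5 min with compounds, then 50 nM fluorescein-HOX-A9 DNA (stock) added; 30 min ambient. Buffer 50 mM Tris-HCl pH 7.5, 50 mM NaCl, 1 mM DTT, 0.05% BSA.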
BRCA1 expr act = increases BRCA1 expression. MCF7-BRCA1-FFLuc reporter, luminescence, 48 h; response scale: scaled: vehicle 0%, 10 µM genistein 100%. Potency, µM (series often up to 46.1 µM), for the others: at the highest dose activation, most hits filed as activators. 380,000 tested, 1.1% active; also: potency is read from the fitted curve at half-maximal effect; nearly all actives have a fitted effect of over 80% in size; some results filed as inactive show a strong effect at the top dose
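Reporter cells (MCF7, BRCA1 promoter-firefly luciferase) received library compounds across a concentration series for 48 h. End-point luminescence was measured and concentration-effect curves derived after normalization.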
TSG101-PTAP inh = blocks PTAP/TSG101 interaction to inhibit HIV-1 budding; Q99816; 340,000 tested, under 10 active; Fluorescence polarization, FITC-PTAP peptide / Tsg101 binding; Potency, µM (series often up to 115 µM), for the others: top-dose activity change, negative = inhibition, usual class: inhibitors; AID 493005; active = well fitted inhibition curve with a large enough effect in the main read-out, with a control signal flat, not every such curve was filed as active; inconclusive = small, poorly fitted or top-dose-only effect, or effect the other way, or a change in a side signal; inactive = no such curve, though single readings can be large or run the other way; also: potency is read from the fitted curve at half-maximal effect; % of control where 0% means no effect
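Fluorescence anisotropy tracks displacement of a FITC-tagged PTAP peptide (50 nM) from the Tsg101 binding domain (10 uM), following a 20 min room-temperature incubation at pH 7.5.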
TRPV1 agonist = agonists of human vanilloid receptor 1 (TRPV1) | Q8NER1 | TRPV1-expressing cells, Fluo-8 calcium influx, agonist mode | activation, % at 8.33 µM | 320,000 tested, 0.19% active; in the data active = activation above about 80%; inconclusive = between about 30% and that limit; also: 0% is about no effect
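TRPV1-expressing cells were cultured overnight at 35.5C and loaded with Fluo-8 calcium dye for 40 to 90 min at room temperature. After a 10 s baseline, compound was added and calcium influx was read kinetically for 3 min (ex 480/em 520 nm).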
p53 reactivation = re-activators of mutant p53; H1299 p53-A138V BP100-luciferase reporter, luminescence, 24 h; Potency, µM (highest dose often 92.2 µM), for inactives: top-dose activity change, positive = activation, hits mostly activators; 320,000 tested, 0.063% active; also: potency is read from the fitted curve at half-maximal effect; % of control where 0% means no effect; nearly all actives have a fitted effect of over 45% in size
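p53-null H1299 cells stably carrying temperature-sensitive p53-A138V and a BP100-luciferase reporter were pinned with compounds (4-point, 1:5 series) and held 24 hrs at 37 deg C. Luminescence was read 10 min after detection reagent.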
A-T KAP1 phos = candidate therapy for ataxia-telangiectasia; […] A-T fibroblasts, KAP-1 phosphorylation AlphaLISA; neocarzinostatin DNA damage 30 min before lysis; Potency, µM (top dose mostly 57.5 µM), for the others: at the highest dose activation, hits mostly activators; 320,000 tested, 0.19% active; AID 485349; also: potency is read from the fitted curve at half-maximal effect; % of control where 0% means no effect; nearly all actives have a fitted effect of over 45% in size
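ATM-like activity read as KAP-1 phosphorylation via AlphaLISA donor/acceptor antibody pairs after lysis and 6 hr at 25C. Cells were ATM-null patient fibroblasts ([…], hTERT), dosed 60 min, then exposed to the DSB inducer NCS for 30 min.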
B2AR arrestin = agonists driving beta-arrestin recruitment to human beta2-adrenergic receptor; P07550; beta-arrestin recruitment to beta2AR, cell-based reporter; Potency, µM (titrated, usually from 46.1 µM), inactives show at the highest dose activation, hits mostly activators; 330,000 tested, 0.02% active;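 also: potency is read from the fitted curve at half-maximal effect; 0% = DMSO controls and full agonism = EC100 isoproterenol or metaproterenol; nearly all actives have a fitted effect of over 65% in size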
* hit, by the source's call; ? = inconclusive; nt = no result given; & = joins results of further samples; [ ] = dose if it differs, or a comment. Unless noted, calls follow the shape of the dose curve; as a rule, active = well fitted curve in the direction sought with a large enough effect; inconclusive = small, poorly fitted or top-dose-only effect, or another doubt; inactive = no such curve, though single readings can be large; an effect the other way counts as inactive or inconclusive. Rows were taken by chance; about 3.8% have a hit in one of these screens.

SMILES | ELG1 repair inh | TCR activator | a7 integrin act | MLL CXXC-DNA inh | BRCA1 expr act | TSG101-PTAP inh | TRPV1 agonist | p53 reactivation | A-T KAP1 phos | B2AR arrestin
CC(C)C(=O)Nc1ccc(-c2ccc3nncn3n2)cc1 | ? | 7% | -2% | 1% | -2% | -4% | 0 | 5% | 6% | -0.1%
CCCNC(=O)N1CCN(c2ncccn2)CC1 | 13% | 0%[46.1 µM] | -6% | -4% | 17% | 57%[activator] | -1 | -1% | -3% | 0.3%
COc1cc(/C=C2/C(=N)N3C(=NC2=O)SN=C3S(C)(=O)=O)ccc1OS(=O)(=O)c1ccccc1 | ? | nt | nt | 1% | nt | nt | -2 | 17% | -8% | 0.1%
CC(=O)Nc1nonc1C(=O)N1CCC(C)CC1 | 2% | 1%[46.1 µM] | 4% | -4% | 1% | -9% | -2 | -3% | -1% | 0.3%
CN1CCc2c(sc(N)c2C(N)=O)C1 | -1% | -4% | 16% | ? | 1% | -18% | ? | 12% | -6% | -0.4%
CCOc1ccc(C(=O)NCC(=O)OCc2c(C)noc2C)cc1OCC | 9% | -1% | -12% | 2% | -19% | -2% | 2 | 1% | -15% | -0.4%
O=c1c2ccccc2[nH]c(=S)n1CCCn1ccnc1 | 1% | -1% | 9% | ? | 0% | -2% | 0 | -4% | -11% | -0.1%
O=C(Nc1ccc(O)cc1)c1ccccc1OCc1ccccc1 | ? | 0% | -19% | 1% | -19% | 0% | 18 | -37%[inhibitor] | 10% | 0.2%
O=C(NC12CC3CC(CC(C3)C1)C2)OCCNC1CCCCC1 | 21% | 0% | -60%[inhibitor] | -7% | -39% | -3% | nt | -3% | 4% | -0.9%
O=C(Nc1cccc(S(=O)(=O)NC2=NCCC2)c1)c1ccc(=O)[nH]c1 | 4% | -3% | ? | nt | 3% | -1% | -1 | 3% | 9% | -0.1%
CC1NC2(C(=O)N(Cc3ccccc3)c3ccccc32)C2C(=O)N(c3ccccc3)C(=O)C12 (configuration not stated) | 2% | -2% | 13% | 11% | -21% | 0% | 0 | -2% | 5% | 0.4%
C[C@H](CO)N1C[C@H](C)[C@H](CN(C)C(=O)Nc2ccc(F)cc2)Oc2ccc(NC(=O)NC3CCCCC3)cc2CC1=O | -5% | 10% | 20% | nt | 0% | -7% | nt | -8% | -3% | -0.6%
COc1cccc(OCC(O)CNC(C)c2ccccc2)c1 (configuration not stated) | 0% | 1% | ? | -16% | 4% | -2% | 0 | 9% | 1% | 0.1%
Cc1ccc(C)c(S(=O)(=O)N2CCN(CC(=O)Nc3ccc([N+](=O)[O-])cc3)CC2)c1 | 15µM* | 2%[46.1 µM] | -28% | -1% | -40% | 2% | -3 | 3% | 2% | -2.6%
Cc1ccc(O)c([C@H](CCN(C(C)C)C(C)C)c2ccccc2)c1 | 9% | -6%&-3% | nt | 0%&1% | 0%&0% | -3%&-1% | 4 | nt | -4% | nt
COC(=O)C(Cc1ccccc1)NC(=O)c1ccc(NS(=O)(=O)c2ccc3[nH]c(=O)[nH]c3c2)cc1 (configuration not stated) | -8% | -4% | 0% | nt | 2% | -2% | -3 | 13% | 7% | 0.0%
COc1ccc(Cl)cc1NC(=O)N1CCN(CCc2ccccc2)CC1 | -12% | 5% | 0% | 3% | -5% | -1% | 3 | -14% | -3% | -0.6%
CC(=O)C1=C(C)OC(N)=C(C#N)C1c1cc([N+](=O)[O-])ccc1Cl (configuration not stated) | 0% | 0% | -71%[inhibitor] | -3% | -3% | 2% | nt | -5% | -3% | -1.1%
COc1ccc(OC)c(C2C(C#N)=C(N)N(N(C)C)C3=C2C(=O)CCC3)c1 (configuration not stated) | ? | 11% | -25% | 10% | -7% | -9% | -1 | nt | 22% | 0.0%
CCCN1CCN(c2nc3c([nH]2)c(=N)ncn3CC(O)CO)CC1 (configuration not stated) | 17% | -20% | 3% | 1% | 6% | -4% | -4 | -5% | 1% | 0.0%
Nc1c(C(=O)Nc2nccs2)sc2nc(-c3cccs3)cc(C(F)(F)F)c12 | 0% | -3% | -4% | ? | -49% | 5% | -1 | 5% | 17% | -0.5%
O=C(COC(=O)c1ccc(F)c(S(=O)(=O)N2CCOCC2)c1)Nc1ccc2c(c1)OCO2 | 0% | 0% | 7% | nt | -5% | -1% | 1 | 4% | 0% | -0.5%
CCCCOc1nc2ccccc2nc1C(C#N)C(=O)NC1CCCCC1 (configuration not stated) | 0% | 0% | 0% | 3% | -19% | 0% | 20 | 3% | 2% | 0.3%
N#Cc1nc(Cc2cccc3ccccc23)oc1NCCCN1CCOCC1 | 0% | 0% | 11% | 3% | -3% | -2% | 26 | -3% | 7% | -0.6%
O=C(/C=C/c1ccco1)N(Cc1cccc(Br)c1)C1CCS(=O)(=O)C1 (configuration not stated) | -4% | 2% | -15% | -9% | 9% | 0% | -1 | -1% | -14% | -0.7%
CCN(CC)C(=O)CSc1nc2c(sc(=S)n2-c2ccccc2)c(=O)[nH]1 | 2% | 3% | 11% | 13% | -9% | 1% | -10 | -4% | -2% | -0.6%
COC(=O)[C@@H](Cc1ccccc1)NC(=O)NCCc1ccc(OC)c(OC)c1 | 1% | -2% | -10% | 8% | 3% | -3% | -1 | -3% | 0% | -0.5%
CC1CCN(C2CCN(C(=O)c3ccccc3F)CC2)CC1 | -7% | 6% | 7% | 2% | 0% | 0% | -3 | 2% | 2% | -0.2%
COc1cccc(Oc2nc(N)ncc2[N+](=O)[O-])c1 | -2% | -4% | -34% | 5% | 0% | 2% | 5 | 29% | 1% | -0.3%
CCCC/C(O)=C1\C(=O)CCCC1=NCCc1c(C)[nH]c2ccc(OC)cc12 | -8% | -7% | -3% | -2% | -15% | -1% | 16 | 1% | -5% | 0.1%
Cc1nn(CC(=O)NC2CCCC2)c(C)c1[N+](=O)[O-] | 13% | 1% | -13% | nt | 6% | -7% | -2 | -2% | -5% | -0.6%
CCCCN(CCCNC(=O)C1CCN(S(=O)(=O)N2CCOCC2)CC1)c1ccccc1 | ? | 8% | -34% | 4% | -18% | -4% | 8 | -4% | -1% | 2.2%
CC(OC(=O)c1ccc(NC(=O)CC#N)cc1)C(=O)Nc1nc(-c2ccccc2)cs1 (configuration not stated) | ? | 1% | 13% | nt | 1% | -5% | -4 | 8% | -6% | 0.0%
CC(C)C[C@@H](CN)NC(=O)c1nc[nH]c1C(=O)N[C@@H](C)C(=O)CNC[C@H](CC(C)C)NC(=O)c1nc[nH]c1C(=O)N[C@@H](Cc1ccccc1)C(=O)O | nt | 1% | 12% | nt | 12% | -7% | nt | nt | nt | nt
CN(C(=O)c1cccc(NC(=O)Cc2cccc(NC(=O)C3CCCN(C(=O)C4CCCC4)C3)c2)c1)C1CC1 (configuration not stated) | nt | -3% | 0% | nt | -12% | 0% | nt | nt | nt | nt
O=C(NC1CC1)c1ccc(CS(=O)c2ccccc2)o1 (configuration not stated) | -5% | 18% | 0% | nt | 2% | -2% | 2 | nt | -2% | 0.0%
CC(=O)Nc1ccc(S(=O)(=O)N(C)CC(=O)OCCOc2cccc(C)c2)cc1 | 4% | -6% | 27% | -15% | -19% | -1% | 0 | 5% | 14% | -0.2%
Nc1nonc1-n1nnc(C(=O)N/N=C/c2ccc(Cl)cc2)c1-c1ccc2c(c1)OCO2 | 16% | -1% | -22% | 6% | -20% | -8% | -1 | 0% | 8% | 0.0%
COc1ccc(Cl)cc1N(CC(=O)N1CCCC1)S(=O)(=O)c1ccc(C)cc1 | 1% | 12% | -12% | -2% | -21% | -5% | 13 | -1% | -2% | -0.5%
Cc1nc2cc(-c3cccs3)nn2c(NCC(C)(C)CN(C)C)c1C | -10% | 3% | 5% | 3% | 4% | 0% | 21 | -1% | 2% | -0.3%
CC(C)=C1C2C=CC1C(C(=O)Nc1cccc(C)c1)C2C(=O)O (configuration not stated) | -1% | 5% | -21% | 7% | -2% | 1% | -3 | 9% | 1% | -0.2%
Cn1c(=O)c2[nH]c(NN=Cc3ccccc3)nc2n(C)c1=O | nt | 5% | -19% | nt | 27% | -5% | nt | nt | nt | nt
O=C(NN=C1CCCCCCCCCCC1)c1ccncc1 | ? | -2% | 3% | -4% | 3% | 5% | ? | 4% | -2% | -0.1%
O=C1c2ccccc2NC(c2ccc(Br)o2)N1O (configuration not stated) | 0% | -4% | nt | nt | 11µM* | -3% | -1 | ? | -11% | 0.1%
CC1(C)CC(=O)C(C=NCCN2CCN(C(=O)C34CC5CC(CC(C5)C3)C4)CC2)=C(O)C1 | 1% | 1% | -24% | -6% | -22% | -1% | 1 | 1% | 16% | -0.7%
